tim23-1 inh: tim23-1 yeast growth inhibition. S. cerevisiae tim23-1 growth, BacTiter-Glo luminescence, 24 h. inhibition, % at 20 µM. 330,000 compounds, 1.3% hits;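 active = growth inhibition of the mutant yeast at or above 50%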;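 note: temperature-sensitive mutant grown at 25 °C; plate controls were DMSO-treated mutant yeast for no effect and medium wells lacking yeast for full effect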
CCR6 antagonist: CCR6 (human) receptor antagonism; 340,000 compounds, 0.49% hits; inhibition, % at 20 µM; CHO-K1 CCR6 PathHunter beta-arrestin, luminescence, CCL20-stimulated; AID 493098;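 active = compounds whose inhibition of the agonist-driven luminescence signal at 20 µM reaches about 50%, limit read from the data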;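 note: cells stimulated with CCL20 at 14 nM final; plate controls were DMSO with CCL20 for no effect and DMSO without agonist for full effect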
EBI2 block: antagonists of human EBI2 receptor. EBI2 beta-arrestin recruitment, luminescence, 7a,25-OHC stimulated. inhibition, % at 5 µM. 360,000 compounds, 0.81% hits. AID 651636; in the data active = inhibition above about 38%;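 note: enzyme fragment complementation signal reports receptor beta-arrestin coupling in cells; 0% = agonist plus DMSO wells and 100% = wells without agonist; some results beyond the cut were filed as inactive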
Target sequence (P32249 whole entry, looked up, the tested form may be a part): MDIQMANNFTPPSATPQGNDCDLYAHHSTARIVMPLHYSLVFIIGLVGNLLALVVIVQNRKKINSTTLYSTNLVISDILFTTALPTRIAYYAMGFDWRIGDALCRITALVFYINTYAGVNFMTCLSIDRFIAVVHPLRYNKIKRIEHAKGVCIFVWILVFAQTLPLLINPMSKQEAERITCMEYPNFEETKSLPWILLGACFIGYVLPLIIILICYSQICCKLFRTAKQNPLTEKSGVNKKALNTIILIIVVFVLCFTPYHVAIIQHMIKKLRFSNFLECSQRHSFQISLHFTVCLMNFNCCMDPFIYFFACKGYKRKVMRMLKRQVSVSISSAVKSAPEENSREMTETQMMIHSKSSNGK
XBP1 UPR activ: adaptive UPR (XBP1) activation. CHO-XBP1 luciferase reporter, IRE1-XBP1 UPR activation, luminescence; percent of tunicamycin response, DMSO as zero. activation, % at 20 µM. 330,000 compounds, 0.33% hits;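 active = versus positive control, 20 µM dose yields 30% or more activation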;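 note: 100% = tunicamycin at 10 µg/mL and 0% = DMSO only wells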
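Test system: CHO-XBP1 luciferase reporter cells | Buffer or medium: Serum-containing F12 medium, 10% FBS | Schedule: 6 h compound exposure at 37 °C, 5% CO2 | Detection: Steady-Glo luciferase glow luminescence, 10 min after reagent addition | Read-out basis: Activation, % of tunicamycin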
CXCR6 block: CXCR6 (human) receptor inhibition; CHO-K1 PathHunter CXCR6 beta-arrestin, luminescence; inhibition, % at 20 µM; 360,000 compounds, 0.36% hits; in the data active = inhibition above about 34%, passing the limit was not always enough;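 note: antagonist mode with CXCL16 agonist at 10 nM final; 0% = 10 nM CXCL16 with DMSO and 100% = unstimulated wells without agonist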
Target sequence (O00574 whole entry, looked up): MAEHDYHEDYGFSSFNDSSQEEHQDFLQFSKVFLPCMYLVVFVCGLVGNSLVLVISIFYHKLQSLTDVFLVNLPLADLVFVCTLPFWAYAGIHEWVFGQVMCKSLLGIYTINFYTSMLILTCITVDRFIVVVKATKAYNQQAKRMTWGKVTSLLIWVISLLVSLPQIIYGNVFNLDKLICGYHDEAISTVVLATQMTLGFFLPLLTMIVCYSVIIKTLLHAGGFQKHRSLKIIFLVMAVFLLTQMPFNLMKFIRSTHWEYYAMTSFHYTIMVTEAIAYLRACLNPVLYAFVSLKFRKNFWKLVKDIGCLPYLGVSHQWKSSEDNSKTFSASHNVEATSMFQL
APJ agonist: activates the human apelin receptor APJ; AID 2520; CHO-K1 APJ PathHunter beta-arrestin, luminescence; 0% DMSO wells, 100% apelin; activation, % at 20 µM; 330,000 compounds, 0.11% hits; P35414;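 active = activation more than six SD over the plate average, tested at 20 µM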;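 note: 0% = DMSO alone and 100% = apelin-13 at 10 nM; some results filed as inactive read as strong as hits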
Target sequence (P35414 whole entry, looked up): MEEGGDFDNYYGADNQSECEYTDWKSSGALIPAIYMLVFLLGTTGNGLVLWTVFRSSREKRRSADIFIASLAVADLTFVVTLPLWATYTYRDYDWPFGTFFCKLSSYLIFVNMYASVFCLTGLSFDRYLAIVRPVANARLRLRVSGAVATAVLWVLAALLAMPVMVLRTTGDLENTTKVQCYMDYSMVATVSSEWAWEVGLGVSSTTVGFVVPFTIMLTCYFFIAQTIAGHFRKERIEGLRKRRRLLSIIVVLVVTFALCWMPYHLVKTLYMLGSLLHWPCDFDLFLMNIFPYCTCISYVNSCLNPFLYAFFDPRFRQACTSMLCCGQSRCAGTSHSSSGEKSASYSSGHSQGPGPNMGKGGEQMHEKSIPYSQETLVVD
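Material: engineered CHO-K1 APJ arrestin reporter cells; amount: 1000 CHO-K1 reporter cells seeded per well; incubation: compound stimulation 90 min at 25 °C, detection 60 min; signal: luminescent beta-gal fragment complementation, chemiluminescent substrate; read-out basis: APJ agonist activity; controls: DMSO-only wells as negative, 10 nM Apelin-13 as positive control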
APJ antagonist: blocks the human apelin receptor APJ; inhibition, % at 20 µM; 330,000 compounds, 0.32% hits; CHO-K1 APJ beta-arrestin complementation, luminescence; P35414;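 active = inhibition above about 40% at 20 µM, limit read from the data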;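 note: cells challenged with 10 nM apelin-13 agonist together with compound; plate controls were apelin-13 plus DMSO wells for no effect and DMSO wells lacking apelin-13 for full effect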
CHOP UPR activ: apoptotic UPR (CHOP) activation. activation, % at 10 µM. 330,000 compounds, 0.34% hits. CHO-CHOP luciferase reporter, luminescence; percent of tunicamycin response over DMSO baseline. AID 449763;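 active = at 10 µM dose, activation of 40% or more, normalized to positive control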;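 note: 100% = tunicamycin at 10 µg/mL and 0% = DMSO alone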
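System: CHO-CHOP luciferase reporter cell line; amount: 500 cells/well; buffer or medium: F12 medium containing 10% fetal bovine serum; incubation: 6 h compound exposure at 37 °C after overnight seeding; measured by: luciferase luminescence after 10 min with Steady-Glo reagent; evaluation: % reporter activation, DMSO baseline versus tunicamycin full activation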
Mdm2 MdmX PPI: disrupts the human Mdm2-MdmX interaction; inhibition, % at 8 µM; SaOS-2 split-luciferase Mdm2/MdmX complementation, luminescence; 330,000 compounds, 3% hits; O15151+Q00987;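 active = inhibition of at least 50% at 8 µM in the primary screen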
The depositor's hits bear a star. Only part of the results is shown. The share of hits here may be higher or lower than overall.

SMILES | tim23-1 inh | CCR6 antagonist | EBI2 block | XBP1 UPR activ | CXCR6 block | APJ agonist | APJ antagonist | CHOP UPR activ | Mdm2 MdmX PPI
S=c1[nH]nc(-c2ccccn2)n1/N=C/c1ccco1 | 13 | 11 | -10 | -3 | 3 | -1 | -22 | -0.9 | -28
COc1ccc(OC)c(CCNC(=O)C(=O)Nc2ccc3nc4n(c(=O)c3c2)CCCCC4)c1 | 14 | -4 | -2 | 5 | -3 | 2 | 1 | 0.0 | -4
CCN(CC)S(=O)(=O)c1ccc(C)c(NC(=O)CNc2cccc(S(=O)(=O)N3CCOCC3)c2)c1 | 12 | 6 | 6 | 1 | 1 | -1 | 11 | 1.9 | 24
CC(=O)c1c(N=CN(C)C)nc(C)nc1-c1ccccc1 | 6 | 3 | -2 | 2 | -5 | -2 | 17 | 1.2 | 20
COCCn1c(SCC(=O)Nc2ccc(NC(C)=O)cc2)nc2ccccc2c1=O | -2 | 7 | -2 | 1 | 5 | 0 | 5 | 0.0 | 21
CCCCNCc1ccc(SC)cc1 | 1 | 4 | -7 | -1 | -8 | 0 | 1 | -1.5 | 17
O=C1CCC(=O)N1c1ccc(NC2CCN(Cc3ccccc3)CC2)c([N+](=O)[O-])c1 | -18 | 6 | -8 | 0 | 6 | -1 | -2 | -0.1 | 17
CC(C)CN(C(=O)CN1CCN(S(=O)(=O)c2ccc3ccccc3c2)CC1)c1c(N)n(CC(C)C)c(=O)[nH]c1=O | 10 | 7 | -7 | -2 | -5 | 1 | 14 | 2.6 | -23
Cc1cc(Br)ccc1-n1[nH]c(C)c(C=Nc2cccc3nsnc23)c1=O | 19 | 52* | 15 | -3 | 33 | -4 | -22 | -0.2 | 13
COc1ccc(NC(=O)C(=O)NNC(=O)COc2ccc(Cl)cc2)c(OC)c1 | -9 | -2 | -1 | 0 | 7 | -6 | 16 | -0.7 | -2
O=C(Nc1ccc(C(=O)c2ccc(C(=O)O)c(C(=O)O)c2)cc1)c1ccccc1 | -4 | 14 | -3 | -4 | -17 | -3 | 6 | 1.6 | 19
CCOC(=O)c1cnn(CCOC(=O)c2ccccc2)c1NC(=O)c1ccccc1 | 14 | 23 | 11 | 0 | -5 | -3 | 6 | 1.3 | 18
O=C(OCC1CC(c2ccccn2)=NO1)c1ccc(Br)cc1 (stereo unspecified) | 32 | -10 | -2 | 2 | -2 | 1 | -9 | 5.2 | -4
CN(C)C(CNc1ncccn1)c1ccccc1 (stereo unspecified) | 5 | 12 | -4 | 12 | -1 | 1 | -8 | -1.7 | 16
O=S(=O)(c1ccc(NC(=S)NC2CCCC2)cc1)N1CCCC1 | 16 | 6 | 14 | 0 | -5 | 0 | -16 | -1.6 | 35

Complete entries from above. Values in the order: tim23-1 inh, CCR6 antagonist, EBI2 block, XBP1 UPR activ, CXCR6 block, APJ agonist, APJ antagonist, CHOP UPR activ, Mdm2 MdmX PPI
Record of O=C(Nc1ccc(C(=O)c2ccc(C(=O)O)c(C(=O)O)c2)cc1)c1ccccc1 = -4, 14, -3, -4, -17, -3, 6, 1.6, 19
Record of CCCCNCc1ccc(SC)cc1 = 1, 4, -7, -1, -8, 0, 1, -1.5, 17

Continuation.
SMILES | tim23-1 inh | CCR6 antagonist | EBI2 block | XBP1 UPR activ | CXCR6 block | APJ agonist | APJ antagonist | CHOP UPR activ | Mdm2 MdmX PPI
CCn1c(=O)n(CC(=O)Nc2cc(OC)ccc2OC)c(=O)c2ccccc21 | 3 | 14 | -6 | 1 | 4 | -1 | 4 | 1.6 | -5
CCOC(=O)C1=C(O)C(=O)N(c2ccc(S(N)(=O)=O)cc2)C1c1ccc([N+](=O)[O-])cc1 (stereo unspecified) | 1 | 21 | -8 | 1 | 1 | -4 | 14 | -0.9 | 15
O=C1CC(CC(=O)N/N=C/c2ccccc2[N+](=O)[O-])=NN1 | 6 | -4 | -7 | -2 | -2 | -3 | -2 | 0.0 | 17
Cc1ccc(CCC(=O)Nc2cc(Cl)ccc2Cl)o1 | 24 | 15 | -6 | 0 | -1 | -3 | 9 | 0.3 | 34
O=S1(=O)CCOC[C@H](CC2CCCCC2)N1Cc1cccc(Cl)c1 | 35 | -4 | 16 | 5 | 0 | -2 | -44 | 1.6 | 21
O=C(O)c1ccccc1C(=O)Nc1ccc(-n2nc(C(F)(F)F)cc2C(F)(F)F)cc1 | 10 | 4 | -9 | 0 | 3 | -2 | 9 | -2.3 | 19
CCN(c1ccccc1)S(=O)(=O)c1ccc(OCc2c(C)noc2C)cc1 | 5 | -33 | 2 | -3 | -4 | -1 | -13 | -0.2 | 1
COc1ccccc1CC(=O)N(CCC#N)CCC#N | 3 | -5 | -5 | -2 | -2 | 0 | 18 | 2.1 | -4
COc1ccc(Oc2nc3ccccc3n(C)c2=O)cc1 | 20 | -21 | 0 | 1 | 7 | -3 | 2 | -0.1 | -5
CCOC(=O)[C@H]1[C@H]2COc3ccc(C)cc3[C@@H]2N2C(=O)c3ccccc3NC(=O)[C@@]12C | 19 | -5 | -4 | -1 | 5 | -3 | 15 | -0.6 | 17
Cc1ccc(NC(=O)CCC(=O)NNC(=O)NC2CCCCC2)c(C)c1 | 6 | 12 | -10 | -2 | -3 | -1 | -1 | -0.3 | 4
COc1ccc(NS(=O)(=O)c2cc([N+](=O)[O-])ccc2NN=Cc2ccccc2OCC(=O)O)cc1 | 16 | 38 | 13 | -2 | 30 | -7 | 36 | 1.0 | -4
COc1ccc(C/C(C)=N/NC(=O)c2ccc(Cl)cc2)cc1 | 15 | -3 | -10 | 0 | 2 | 1 | -8 | -0.3 | 6
COc1ccccc1C(=O)NNC(=O)CCC(=O)NCc1ccccc1 | -6 | 1 | -7 | -3 | 8 | 1 | 11 | 0.5 | 8
NC1=NC[C@@H](Cc2ccc(O)cc2)N1CC1CCCCC1 | -12 | -13 | -1 | -1 | 0 | 7 | 10 | -1.4 | 15
Cc1cc(OCC(O)CN2CCN(CCO)CC2)ccc1C(C)C (stereo unspecified) | -4 | -8 | 4 | 0 | -1 | -6 | 11 | -2.6 | 18
Nn1c(SCC(=O)Nc2cc(C(F)(F)F)ccc2Cl)nncc1=O | 0 | 4 | 0 | -3 | -14 | -2 | 19 | -0.3 | 0
O=[N+]([O-])c1ccc(CP(=O)(c2ccccc2)c2ccccc2)cc1 | 7 | 19 | 7 | -3 | 16 | -1 | 3 | -1.8 | -4
COc1ccc(OC)c(-c2cn(S(=O)(=O)c3ccccc3)nc2N)c1 | -5 | 8 | -9 | 0 | 5 | 3 | 7 | 2.9 | -2
O=C(COC(=O)c1ccc2ncsc2c1)NC(=O)NCc1ccccc1 | -3 | 4 | -1 | -3 | 10 | -2 | -2 | -1.1 | -29
COc1ccccc1CNC(=O)CS(=O)Cc1nc(-c2ccc(OC)c(OC)c2)oc1C (stereo unspecified) | 6 | 15 | 5 | -4 | -7 | 0 | 2 | 1.9 | -4
CCc1ccc(NC(=O)NCC2CCN(c3ccc(OC)cc3)C2)cc1 (stereo unspecified) | 11 | 5 | 12 | -1 | -9 | 1 | -3 | 1.0 | -16
CC1=C(C(=O)NC2CCCCC2C)C2(CCC(C)CC2)OC1=O (stereo unspecified) | 23 | -3 | 2 | -2 | -4 | 7 | -1 | -0.1 | 8
O=C(Oc1coc(CSc2nnc(NC(=O)C3CC3)s2)cc1=O)c1c(F)cccc1F | 21 | 3 | -6 | 0 | 1 | 1 | 3 | 0.6 | -18
O=C(N/N=C\c1ccc([N+](=O)[O-])o1)c1cncc(Br)c1 | 24 | 18 | 7 | 1 | -11 | 3 | 42* | 0.2 | 6
CC(C)n1c(S(=O)(=O)O)nc2ccccc21 | -4 | -5 | 2 | -2 | 7 | 0 | -8 | -1.1 | 1
CCCCC(=O)Nc1sc2c(c1C#N)CC(C)(C)OC2 | -5 | -1 | -9 | 3 | 0 | -1 | -15 | 8.0 | -88
Cc1ccc(-c2nc3ncccc3o2)cc1NC(=O)c1cc2ccccc2o1 | 5 | 5 | 6 | -6 | 15 | 1 | 3 | -2.8 | 21
COc1cccc(N2CCN(Cc3ncc(-c4ccccc4)o3)CC2)c1 | 21 | 9 | -8 | -2 | 1 | 1 | -2 | 3.1 | -10
c1ccc(-n2cnnc2SCc2cn3cccnc3n2)cc1 | 9 | -2 | -13 | 1 | -13 | 7 | 1 | 4.8 | -10
Cn1c(N)c(C(=O)COC(=O)C2=NNC(=O)CC2)c(=O)n(C)c1=O | -3 | -1 | -13 | -2 | 3 | -4 | -7 | -1.2 | -11
Cc1nn(CC(=O)NCCCc2ccccc2)c(=O)c2cccn12 | -14 | 15 | 1 | -1 | 3 | 0 | -31 | 0.5 | 17
CC1CCCCC12NC(=O)N(CC(=O)N1CCN(S(=O)(=O)Cc3ccccc3)CC1)C2=O (stereo unspecified) | -9 | 11 | -5 | -4 | 1 | 0 | 0 | 0.6 | -10
Cc1cccc(NS(=O)(=O)c2cc(C(=O)NCc3ccccn3)ccc2C)c1 | -9 | 4 | 5 | -6 | 7 | 0 | -2 | 1.4 | 11
O=C1CCC[C@H]2c3[nH]c4ccccc4c3CCN12 | 14 | 4 | 3 | -3 | -1 | -6 | 1 | -0.6 | -20
O=C(N/N=C/c1cc(Br)ccc1O)Nc1ccccc1 | 11 | 6 | 13 | 4 | -12 | 0 | -30 | 6.4 | 27
CCc1ccc(N2C(=O)Cc3c2nc(N)c(C#N)c3N)cc1 | 8 | 8 | 5 | -1 | 1 | -3 | 4 | 2.3 | 15
CCN(CC)C1CCN(Cc2cn[nH]c2-c2ccc(OC)c(F)c2)C1 (stereo unspecified) | 16 | -5 | -22 | -3 | 2 | -2 | -1 | -2.1 | -25
O=C(COc1ccc(F)cc1Cl)Nc1ccccc1C(=O)N1CCCCC1 | 34 | 16 | -5 | 2 | 4 | -7 | 8 | 1.0 | -4
C[C@@H]1[C@@H](Sc2ccccc2)CC(=O)O[C@@H]1c1ccc(-c2ccccc2)cc1 | 17 | 0 | 10 | -1 | -13 | 7 | -14 | 12 | 97*
CCOC(=O)c1cnc(-n2nc(C)cc2C)nc1NCc1ccccc1 | 40 | 28 | 31 | 19 | 13 | 2 | 25 | 74* | 17
O=C(CSc1ccccc1C(=O)O)NCc1ccc(Cl)cc1 | -6 | -16 | -23 | 0 | -13 | 2 | 5 | 1.9 | -3
CCN(CC)C(=O)Cn1cc(/C=C(\C#N)C(=O)NC2CC2)c2ccccc21 | 12 | 15 | -5 | -1 | -4 | -2 | 12 | -0.2 | 8
COc1ccc(F)c(CN(C)CC2CCCN(CCc3ccc(F)cc3)C2)c1 (stereo unspecified) | -27 | 9 | -6 | -5 | 6 | 0 | 10 | -3.8 | 9
Cc1cccc(C)c1N(CC(=O)NN=C1CCCCCC1)S(C)(=O)=O | 9 | -20 | -13 | -3 | -4 | -4 | 19 | 0.2 | -15
